Bioassay records from PubChem BioAssay.
SUMO1-SIM PPI = modulators of SUMO1 protein-protein interactions, primary screen, biochemical, uHTS; Small ubiquitin-related modifier 1 (Homo sapiens), P63165; SUMO1 binding to a labelled peptide, TR-FRET, 1 h; inhibition, % at 20 µM; 360,000 compounds, 0.33% hits; AID 602429, 2012; in the data active means inhibition above about 37%
Target sequence (P63165 whole entry, looked up): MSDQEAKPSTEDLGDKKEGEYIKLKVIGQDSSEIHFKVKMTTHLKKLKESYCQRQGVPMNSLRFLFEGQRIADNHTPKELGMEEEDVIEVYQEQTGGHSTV
DNMT1 inh = human DNMT1 methyltransferase inhibitors, primary screen, biochemical, molecular beacon, fluorescence, HinP1I cleavage, uHTS | inhibition (reported as % activation of signal), % at 10 µM | AID 588458, 2011 | 360,000 compounds, 0.83% hits | DNA (cytosine-5)-methyltransferase 1 (Homo sapiens), P26358; in the data active means inhibition above about 50%
CSN inh = inhibitors of CSN-mediated cullin deneddylation, primary screen, biochemical, fluorescence polarization, uHTS; inhibition, % at 12.5 µM; COP9 signalosome complex subunit 5 (Homo sapiens), Q92905; 360,000 compounds, 0.38% hits; Purified CSN, SCF-Nedd8-OG deneddylation; AID 651999, 2013;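 active means pattern-corrected inhibition above about 35%, with an unprinted fluorescence ratio check between 0.5 and 1.5, limit read from the data, passing the limit was not always enough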;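 further: 0% = enzyme with substrate and 100% = substrate without enzyme; some results filed as inactive read as strong as hits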
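Material: human Csn5 produced in HEK293T cells; Input: enzyme 0.24 nM; Reagent: SCFSkp2-Nedd8OG substrate at 10 nM final; Dosing: 12.5 µM compound; Incubation: 90 min reaction at room temperature; Detection: fluorescence polarization of the substrate; Evaluation: % inhibition of substrate cleavage by Csn5; Control set: substrate-only high control, full reaction low control.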
Rin1 Abl inh = inhibitors of Rin1-Abl protein binding, primary screen, biochemical, TR-FRET; inhibition, % at 7.35 µM; 360,000 compounds, 0.4% hits; AID 588664, 2011; in the data active means inhibition above about 5%, passing the limit was not always enough
Neddyl block = inhibitors of cullin neddylation, primary screen, biochemical, TR-FRET, uHTS, NAE and Ubc12 | calls only at 25 µM | 360,000 compounds, 0.58% hits | NEDD8-conjugating enzyme Ubc12 (Homo sapiens) + NEDD8-activating enzyme E1 regulatory … | AID 651699, 2012; in the data active means inhibition above about 36%
Target sequence (P61081 whole entry, looked up): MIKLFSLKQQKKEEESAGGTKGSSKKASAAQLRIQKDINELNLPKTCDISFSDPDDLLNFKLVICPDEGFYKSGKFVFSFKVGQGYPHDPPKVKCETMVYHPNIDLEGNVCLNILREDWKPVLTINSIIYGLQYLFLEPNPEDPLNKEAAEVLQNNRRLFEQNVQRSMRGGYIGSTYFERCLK
Target sequence (Q13564 whole entry, looked up): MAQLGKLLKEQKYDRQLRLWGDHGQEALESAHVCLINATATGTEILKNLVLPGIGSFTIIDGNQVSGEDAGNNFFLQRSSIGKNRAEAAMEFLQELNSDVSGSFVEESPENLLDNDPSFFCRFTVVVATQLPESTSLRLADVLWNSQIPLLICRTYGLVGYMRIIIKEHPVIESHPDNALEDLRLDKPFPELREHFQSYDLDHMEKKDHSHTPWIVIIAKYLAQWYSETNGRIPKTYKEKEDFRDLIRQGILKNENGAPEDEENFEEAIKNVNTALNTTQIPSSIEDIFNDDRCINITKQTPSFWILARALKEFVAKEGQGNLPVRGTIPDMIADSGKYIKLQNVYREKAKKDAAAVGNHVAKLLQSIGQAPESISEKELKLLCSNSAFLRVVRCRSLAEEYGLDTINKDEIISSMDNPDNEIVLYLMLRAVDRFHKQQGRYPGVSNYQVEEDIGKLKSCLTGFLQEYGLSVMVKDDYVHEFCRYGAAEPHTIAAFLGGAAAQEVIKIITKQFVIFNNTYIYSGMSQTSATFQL
NadD inh = inhibitors of S. aureus NadD, primary screen, biochemical, colorimetric, uHTS | Nicotinate-nucleotide adenylyltransferase NadD (Staphylococcus aureus N315) | purified NadD enzyme, colorimetric absorbance read-out | inhibition, % at 20 µM | 360,000 compounds, 0.78% hits; in the data active means inhibition above about 26%; further: some compounds past the cut are filed as inactive
LMPTP inh = LMPTP phosphatase inhibitors, primary screen, biochemical, fluorescence intensity, uHTS | recombinant LMPTP-A, OMFP fluorogenic substrate | Low molecular weight phosphotyrosine protein phosphatase (Homo sapiens), P24666 | inhibition, % at 20 µM | AID 651560, 2012 | 360,000 compounds, 0.22% hits;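 active means compounds that cut the enzyme signal by at least half of the control window in the single-dose screen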;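 further: plate controls were DMSO wells with enzyme plus substrate for no effect and substrate without enzyme for full effect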
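Buffer or medium: Bis-Tris pH 6.0, DTT, detergent; Assay system: LMPTP-A enzyme; Quantity: 0.625 nM enzyme; Detection: endpoint fluorescence intensity; Times: 50 min dark incubation at room temperature; Controls: substrate-only low control, DMSO enzyme-plus-substrate high control; Doses: single 20 µM dose; Read-out: percent inhibition versus substrate-only and uninhibited controls; Reagent: 400 µM OMFP.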
STEP block = STEP phosphatase inhibitors, primary screen, biochemical, fluorescence intensity, uHTS. AID 588621, 2011. 360,000 compounds, 0.25% hits. inhibition, % at 20 µM. recombinant STEP, OMFP fluorogenic substrate. Tyrosine-protein phosphatase non-receptor type 5 (Homo sapiens), P54829;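 active means inhibition at 20 µM, scaled per plate between control wells, above about 37%, limit read from the data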;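 further: 0% = DMSO with enzyme and substrate and 100% = substrate only without enzyme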
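medium = Bis-Tris buffer pH 6.0, 2.5 mM DTT, 0.005% Tween 20 | test system = STEP (striatal-enriched tyrosine phosphatase) enzyme, cell-free | measure = normalized % inhibition | compound dosing = 20 µM, 1% DMSO | also added = 25 µM OMFP | schedule = reaction 20 min, ambient temperature | measured by = fluorescence read at 480 nm ex / 540 nm em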
Scp1 inh = Scp-1 phosphatase inhibitors, primary screen, biochemical, colorimetric, uHTS. inhibition, % at 20 µM. Carboxy-terminal domain RNA polymerase II polypeptide A small phosphatase 1 (Homo …. AID 493091, 2011. 340,000 compounds, 0.88% hits. Recombinant Scp1, phosphopeptide, malachite green phosphate absorbance;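 active means inhibition above about 50% at 20 µM, limit read from the data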;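 further: plate controls were DMSO wells with enzyme for no effect and wells lacking enzyme for full effect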
Target sequence (Q9GZU7 76-261 limits assumed): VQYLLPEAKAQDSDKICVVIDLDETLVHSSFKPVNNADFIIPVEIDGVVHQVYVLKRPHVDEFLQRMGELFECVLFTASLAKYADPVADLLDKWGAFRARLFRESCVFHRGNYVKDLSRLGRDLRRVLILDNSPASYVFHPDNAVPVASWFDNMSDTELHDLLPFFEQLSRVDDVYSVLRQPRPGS
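Test system: SCP-1 phosphatase catalytic domain, residues 76-261 | Compound dosing: One concentration, 20 µM, with 1.0% DMSO | Schedule: 45 min room-temperature reaction, 5 min colour, 30 min stabiliser | Detection: Absorbance at 630 nm | Read-out basis: % inhibition of SCP-1 phosphate liberation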
Rpn11 inh = Rpn11 (PSMD14) deubiquitinase inhibitors, primary screen, biochemical, fluorescence polarization, uHTS | human 26S proteasome, Ub4-pepOG fluorescence polarization; 20S core pre-blocked with epoxomicin | 360,000 compounds, 0.59% hits | 26S proteasome non-ATPase regulatory subunit 14 (Homo sapiens), O00487 | calls only at 20 µM | AID 588493, 2011;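 active means inhibition at 20 µM, scaled to each plate's controls, above about 33%, limit read from the data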
An asterisk follows results filed as active; i = inactive; . = not tested or not shown. Not a hit list; any-hit rate near 3.8%.

Molecule	SUMO1-SIM PPI	DNMT1 inh	CSN inh	Rin1 Abl inh	Neddyl block	NadD inh	LMPTP inh	STEP block	Scp1 inh	Rpn11 inh
CCN(c1ccccc1)S(=O)(=O)c1ccc(C(=O)N2CC(C)CC(C)C2)cc1 (centres undefined)	5	-1	1	-1	i	-3	0.4	1	-9	i
Cc1cccc(CN2CCC(n3nccc3NC(=O)CCCc3ccccc3)CC2)n1	0	-2	-2	0	i	0	-1.2	-1	-5	i
CC1(c2ccccc2)NC(=O)N(CC(=O)Nc2nnc(C3CC3)s2)C1=O (centres undefined)	10	1	3	-2	i	1	-1.5	1	-5	i
CCOC(=O)c1cc(-c2cc3ccccc3o2)n[nH]1	-4	0	-2	2	i	-9	0.3	-2	-13	i
O=C(/C=C/c1ccccc1)NCc1cccnc1	-12	1	-12	2	i	-1	-0.5	0	-1	i
CCCNC(=O)C1(C)CCCN(C(=O)c2ccc(F)c(Cl)c2)C1 (centres undefined)	2	13	2	0	i	-2	-1.2	-1	.	i
N#C/C(=C/c1ccc(N2CCOCC2)o1)c1nc2ccccc2[nH]1	-131	12	-13	-53	i	0	10	-22	-5	.
CCN1CCN(C(c2nnnn2Cc2ccc3c(c2)OCO3)C(C)C)CC1 (centres undefined)	0	2	-7	1	i	-3	-2.9	0	-10	i
COc1ccc2[nH]c(O)c(N=NC(=O)Cc3cccs3)c2c1	-17	4	-4	-9	i	9	3.6	3	35	i
Cc1ccc(NC(=O)COC(=O)Cn2cnc3ccccc32)c(C)c1	-4	0	-1	3	i	-1	-0.6	1	-4	i
Cc1ccc2nc(NC(=O)C3CCCN(S(=O)(=O)c4cccc5nsnc45)C3)sc2c1 (centres undefined)	-35	-16	5	0	i	19	1.8	1	-7	i
O=C(COC(=O)Cc1c[nH]c2ccccc12)NCCc1ccccc1	4	-1	-7	-3	i	-4	0.9	3	-7	i
CCNC(=S)Nc1cc(Cl)ccc1Oc1ccccc1	3	5	1	2	i	0	0.1	-3	-7	i
O=c1cc(Cn2nnc(-c3ccc(Cl)cc3)n2)nc2sccn12	0	1	2	0	i	-5	-1.5	-2	-12	i
CCn1c(COc2ccc(OC)cc2)nnc1SCC(=O)Nc1cc(OC)ccc1OC	2	-1	1	2	i	-1	-1.1	2	3	i
O=C(O)C1=CCCc2ccc(F)cc21	0	-1	-4	1	i	1	-0.7	-2	-8	i
CCCCN(C(=O)c1c(CC)noc1C)c1c(N)n(CC(C)C)c(=O)[nH]c1=O	6	2	2	4	i	1	-0.5	2	-2	i
O=C(NCCCCNC(=O)C(F)(F)F)C(F)(F)F	0	-25	0	1	i	6	-4.5	-2	-7	i
CN(C1CCCCC1)S(=O)(=O)c1ccc(NC(=O)c2ccco2)cc1	0	-4	-1	0	i	-1	0.6	-2	-10	i
CCCc1nnc(NC(=O)CN2C(=O)c3ccccc3C2=O)s1	-2	3	-5	1	i	-5	-1.6	0	-2	i

Remaining list, next part:
Molecule	SUMO1-SIM PPI	DNMT1 inh	CSN inh	Rin1 Abl inh	Neddyl block	NadD inh	LMPTP inh	STEP block	Scp1 inh	Rpn11 inh
COc1ccc(Nc2nc(NCC3CCCO3)nc(N)c2[N+](=O)[O-])cc1 (centres undefined)	-30	0	-5	-3	i	-7	0.5	2	-11	i
Cc1ccc(S(=O)(=O)NC2CC2)cc1	5	1	1	-4	i	-4	-1.4	-3	-5	i
CCN(CC)c1ncnc2c1ncn2[C@H]1CN(CCOC)C[C@@H](CO)O1	-4	-1	-5	-3	i	-3	2.7	-1	.	i
O=C(Nc1ccc2c(c1)CN(Cc1ccccc1O)CC2)C1CCCO1 (centres undefined)	-5	1	4	4	i	-1	0.2	1	-11	i
Clc1ccc(-n2nnnc2CN2CCOCC2)cc1Cl	3	4	-6	2	i	-3	-0.4	0	-9	i
CCn1c(=O)c(C(=O)Nc2ccccn2)c(O)c2ccccc21	7	14	-11	0	i	9	3.2	2	-7	i
CCn1nnnc1SCC(=O)N1N=C(c2cccs2)CC1c1cccs1 (centres undefined)	-10	-1	-2	-2	i	0	-0.1	1	-5	i
O=C(OCC(=O)N1CCC(Cc2ccccc2)CC1)c1ccc[nH]c1=O	-1	-3	-2	1	i	-4	1.1	5	0	i
CC(NC(=O)C(=O)NN=C1CCCCCCC1)c1ccccc1 (centres undefined)	4	3	3	-1	i	-2	0.6	3	-5	i
CCOc1ccc(-c2nnc(NC(=O)c3ccc(OCC(C)C)c(OC)c3)o2)cc1	-2	5	5	-1	i	37*	-4.4	3	-15	i
Cc1nc(SCc2ccc(Cl)cc2)ncc1C(=O)O	2	6	-4	3	i	-2	-2.0	2	-13	i
O=C(CNC(=O)c1cccc(F)c1)OCc1cc(=O)n2cc(Br)ccc2n1	-21	1	4	-5	i	-3	-1.0	-1	-5	i
CC(Sc1nc2ccccc2c(=O)n1C)C(=O)N(C)C1CCCCC1 (centres undefined)	2	6	2	3	i	-1	-0.3	-1	-6	i
NC(=S)NN=C1c2cc(OCCN3CCOCC3)ccc2-c2ccc(OCCN3CCOCC3)cc21	-36	-5	1	-8	i	-6	9.0	-1	3	i
Cc1ccc(CC(=O)O/N=C(\N)c2cccc([N+](=O)[O-])c2)cc1	-22	-2	0	1	i	0	0.6	2	1	i
O=C(O)c1ccc(S(=O)(=O)NCC2CCCO2)cc1 (centres undefined)	3	2	-1	1	i	-7	-0.1	-4	-1	i
CC(C)(C)OC(=O)NN1CC(=O)N2Cc3ccccc3C[C@@H]2C1=O	10	0	0	1	i	1	-1.7	-1	0	i
COc1ccccc1N1CCc2c(C)nc3c(OC)cccc3c21	-17	-1	0	-9	.	-4	1.6	4	-5	i
COc1ccc(NC(=O)Nc2c(C)n(-c3ccccc3)c(=O)n2C)cc1OC	-2	0	-2	3	i	5	-3.1	3	0	i
CCC(C)C(NC(C)=O)C(=O)NC(=O)NC(c1ccccc1)c1ccccc1 (centres undefined)	-2	-4	3	1	i	-7	-0.7	1	0	i

Other structures follow.
Molecule	SUMO1-SIM PPI	DNMT1 inh	CSN inh	Rin1 Abl inh	Neddyl block	NadD inh	LMPTP inh	STEP block	Scp1 inh	Rpn11 inh
CN(Cc1ccccc1)C(=O)CCc1ccccc1	-3	1	4	2	i	-3	-1.6	-3	-8	i
CCOC1=C2CN(S(=O)(=O)c3ccc(C)cc3)C(c3ccccc3)CC2N(S(=O)(=O)c2ccccc2Cl)C(c2ccccc2)C1 (centres undefined)	1	.	4	.	i	.	1.3	.	.	.
Cn1cnnc1SCC(=O)c1ccc2c(c1)NC(=O)CO2	-3	-1	3	-2	i	4	5.5	0	-9	i
CCCCCOc1ccc(C(O)C(CN2CCOCC2)c2ccccc2)cc1 (centres undefined)	-1	3	-5	-4	i	-8	0.5	-3	-15	i
Nc1nc(N)c2[nH]c(-c3ccccc3)nc2n1	14	-7	3	-1	.	-3	43	-2	-6	i
CCN(CC)S(=O)(=O)c1ccc(N2CCOCC2)c(NC(=O)c2ccc(NC(C)=O)cc2)c1	1	-1	2	1	i	-3	0.1	0	2	i
Cc1ccc2[nH]c3c(=O)n(CC(=O)NCCc4ccc(Cl)cc4)ncc3c2c1	3	37	-4	-1	i	14	-0.5	-1	-8	i
CCCCN1C(=O)c2ccc(C(=O)Nc3cccc(C)c3C)cc2C1=O	-8	1	9	-2	i	-4	1.7	-5	7	i
O=C(Cc1ccc(Cl)cc1)NN1C(=O)c2ccccc2C1=O	-3	0	7	2	i	-9	-1.7	1	-6	i
Cc1csc(NC(=O)C2CCCN(S(=O)(=O)c3cccnc3)C2)n1 (centres undefined)	2	1	5	0	i	-6	-2.2	-2	-1	i
CSCCC(NS(=O)(=O)c1ccc(Cl)cc1)C(=O)OCc1c(Cl)cccc1Cl (centres undefined)	0	-1	-3	-1	i	4	1.2	-5	-6	i
CCOc1ccc(/C=C/C(=O)Oc2ccccc2)cc1	2	4	-1	5	i	-5	-0.9	0	-6	i
CC(C)C(NS(=O)(=O)c1cccs1)C(=O)NCc1ccccc1 (centres undefined)	-5	0	0	2	i	-3	-1.4	2	-10	i
Cc1ccc(NC(=O)C2CC(=O)NC(N3CCCCC3)=N2)cc1Cl (centres undefined)	-3	0	2	0	i	5	-1.2	0	2	i
CCN(CC(=O)NCc1cccs1)C(=O)CCOc1ccccc1C	-5	0	1	1	i	-4	-0.7	2	-2	i
CC(=O)c1c(C)[nH]c(C(=O)OCc2cc(=O)n3cc(Br)ccc3n2)c1C	-5	29	1	2	i	4	2.8	0	24	i
CCc1c(C)nc2[nH]ncn2c1=O	3	7	0	1	i	0	-1.2	-2	7	i
COCCNC(=O)Cn1c(=O)n(Cc2ccco2)c(=O)c2ccccc21	2	1	-2	4	i	-6	1.5	-2	0	i
O=C(Cc1n[nH]c(=O)[nH]c1=O)N/N=C/CCc1ccccc1	-1	0	3	-1	i	-6	1.2	-4	1	i
Cc1ccc2cc(CN(Cc3nnnn3C3CCCCC3)CC3CCCO3)c(=O)[nH]c2c1 (centres undefined)	-5	-1	-1	-2	i	-1	0.4	0	-8	i
Cc1cccc(C)c1NC(=O)CN1CCN(CCCC(c2ccc(F)cc2)c2ccc(F)cc2)CC1	1	-14	-5	0	i	1	1.1	2	1	i

Three structures already listed, ordered by molar mass, rising:
Molecule	SUMO1-SIM PPI	DNMT1 inh	CSN inh	Rin1 Abl inh	Neddyl block	NadD inh	LMPTP inh	STEP block	Scp1 inh	Rpn11 inh
O=C(Cc1ccc(Cl)cc1)NN1C(=O)c2ccccc2C1=O	-3	0	7	2	i	-9	-1.7	1	-6	i
Cc1ccc(NC(=O)C2CC(=O)NC(N3CCCCC3)=N2)cc1Cl (centres undefined)	-3	0	2	0	i	5	-1.2	0	2	i
CC(=O)c1c(C)[nH]c(C(=O)OCc2cc(=O)n3cc(Br)ccc3n2)c1C	-5	29	1	2	i	4	2.8	0	24	i
